E coli RNAP – E. coli RNAP inhibitors, biochemical; DNA-directed RNA polymerase subunit beta (Escherichia coli (strain K12)), P0A8V2; E. coli RNA polymerase, fluorescence transcription assay; inhibition, %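 (tested at 10 µM)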; 62,000 compounds, 0.2% hits; in the data active means inhibition above about 20%;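 further: 0% = enzyme without compound and 100% = no enzyme blank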
NADH coupling – inhibitors of PK/LDH coupling enzymes, profiling panel, artefact control, biochemical, MLSMR library; AID 774, 2007; IC50, µM (series often up to 10 µM), for inactives: at the highest dose inhibition; coupled PK/LDH NADH assays, four targets; 65,000 compounds, 0.02% hits;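 active means single-dose screening hits from any of four coupled enzyme assays that gave an IC50 when retested across doses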;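 further: the DPM-DC format reads NADH fluorescence rather than 340 nm absorbance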
TNAP act mid DEA – human TNAP enzyme activators, primary screen, biochemical, luminescent, intermediate phosphate acceptor level; Alkaline phosphatase, tissue-nonspecific isozyme (Homo sapiens), P05186; purified TNAP, CDP-star luminescence, 100 mM DEA, 30 min; active compounds read high; scale: 0 levamisole-inhibited, 1 vehicle-only enzyme; activation factor at 20 µM; 64,000 tested, under 10 active; AID 813, 2007;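 active means activation factor of at least 2 at 20 µM, relative to controls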
Target sequence (P05186 whole entry, looked up): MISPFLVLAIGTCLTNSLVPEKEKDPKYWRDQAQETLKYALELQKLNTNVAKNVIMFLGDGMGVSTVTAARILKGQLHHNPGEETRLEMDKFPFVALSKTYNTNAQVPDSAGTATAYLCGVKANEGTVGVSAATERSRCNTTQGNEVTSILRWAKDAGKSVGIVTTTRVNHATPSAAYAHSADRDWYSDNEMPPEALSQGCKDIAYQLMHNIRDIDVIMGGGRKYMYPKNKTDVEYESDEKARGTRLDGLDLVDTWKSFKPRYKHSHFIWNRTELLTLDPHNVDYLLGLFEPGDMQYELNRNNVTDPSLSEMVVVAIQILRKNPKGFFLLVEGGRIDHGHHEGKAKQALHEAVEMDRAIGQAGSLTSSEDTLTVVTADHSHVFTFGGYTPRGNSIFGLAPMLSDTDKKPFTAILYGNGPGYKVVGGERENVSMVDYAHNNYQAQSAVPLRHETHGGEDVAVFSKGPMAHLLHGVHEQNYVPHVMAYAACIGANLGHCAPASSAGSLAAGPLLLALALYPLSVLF
M1 agonist – M1 muscarinic receptor agonists, primary screen, CHO-M1 cells, Fluo-4 calcium, agonist mode; Fluo-4 calcium fluorescence; active compounds read high; B-score at 10 µM; 64,000 compounds, 3% hits;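 active means fluorescence rise, raw or as B-score row- and column-corrected plate score, outside the 99.7% band of its plate's samples, either direction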
Autofluor 339 – intrinsic fluorescence of library compounds, ex339/em460 – biochemical, MLSMR library, data from DPM-DC assay, artefact control, profiling panel | compound autofluorescence, ex339/em460 nm, NADH buffer; active compounds read high; 1 = no-compound wells, NADH background | fluorescence fold increase at 10 µM | 65,000 compounds, 5.5% hits | AID 709, 2007;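 active means at 10 µM, mean starting fluorescence two-fold or more over control wells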;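 further: signal is the first read of a kinetic run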
Ecoli tolC – growth inhibitors of E. coli tolC mutant, primary screen, strain BW25113 ΔtolC::kan, 384-well; OD615; growth inhibition, % at 10 µM (by protocol); 65,000 compounds, 2.2% hits; AID 573, 2007;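 active means growth inhibition at or above a cutoff equal to the mean over every tested compound plus 3 SD, cut at about 60% in these data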;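 further: growth measured after 20 h incubation at 37 °C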
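signal = optical density read at 615 nm | test system = E. coli ΔtolC::kan strain BW25113 | timing = 20 h compound exposure of bacteria at 37 °C | buffer or medium = LB medium plus 50 µg/mL kanamycin | compound dosing = 10 µM final, single dose | evaluation = % inhibition of E. coli growth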
SF-1 act – activators of human SF-1, primary screen, cell-based, CHO-K1, Gal4-SF-1 LBD, luciferase luminescence | activation, % at 10 µM | 65,000 compounds, 1.9% hits | CHO-K1 Gal4-SF-1 LBD luciferase reporter; % increase over DMSO SF-1-specific signal | Steroidogenic factor 1 (Homo sapiens), Q13285 | AID 522, 2006;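 active means activation above the mean activation of all tested compounds plus 3 SD, cut at about 50% in these data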
Target sequence (Q13285 whole entry, looked up, the tested form may be a part): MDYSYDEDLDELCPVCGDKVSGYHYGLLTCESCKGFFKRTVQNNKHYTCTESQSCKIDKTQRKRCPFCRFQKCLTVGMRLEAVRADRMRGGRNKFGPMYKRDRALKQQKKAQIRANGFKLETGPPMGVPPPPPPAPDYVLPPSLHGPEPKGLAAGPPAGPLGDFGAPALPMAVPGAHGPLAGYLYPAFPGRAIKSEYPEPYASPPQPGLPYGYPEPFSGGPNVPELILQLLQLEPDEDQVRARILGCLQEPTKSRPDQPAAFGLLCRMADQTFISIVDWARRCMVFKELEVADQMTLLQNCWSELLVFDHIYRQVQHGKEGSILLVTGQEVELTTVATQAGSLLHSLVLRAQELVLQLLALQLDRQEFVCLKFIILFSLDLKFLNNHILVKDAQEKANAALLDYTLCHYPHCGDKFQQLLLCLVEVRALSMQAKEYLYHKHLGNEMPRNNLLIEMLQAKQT
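Assay system: CHO-K1 cells co-transfected with Gal4 DBD–human SF-1 LBD, 5xGal4 luciferase reporter; doses: 10 µM only; incubation: 20 h compound exposure at 37 °C after 1 h cell settling; signal: luciferase light emission; evaluation: percent activation versus DMSO; repeats: one test per compound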
M1 antag – antagonists of rat M1 muscarinic receptor; 64,000 compounds, 3.4% hits; Muscarinic acetylcholine receptor M1 (Rattus norvegicus), P08482; B-score at 10 µM; CHO-M1 cells, Fluo-4 calcium, ACh EC80 antagonist mode; active compounds read low;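 active means calcium fluorescence response, raw or row-and-column corrected B-score, differing from the plate sample mean either way at a set confidence level, mostly lower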
RORa activator – activators of orphan receptor RORA, primary screen, cell-based, luminescence; Nuclear receptor ROR-alpha (Homo sapiens), P35398; CHO-K1 Gal4-RORA LBD luciferase reporter; percent increase over mock-subtracted basal signal; activation, % at 10 µM; 65,000 compounds, 1.5% hits; AID 560, 2006;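 active means activation above the mean of all tested compounds plus 3 SD, cut at about 49% in these data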;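 further: 0% = DMSO-treated RORA cells and 100% = added signal equal to DMSO minus mock-transfected cells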
Active calls of the source: *; x = not tested or not shown; [ ] = remark or other dose. An unsorted share of the library; about 15% have a hit in one of these screens.

SMILES | E coli RNAP | NADH coupling | TNAP act mid DEA | M1 agonist | Autofluor 339 | Ecoli tolC | SF-1 act | M1 antag | RORa activator
COc1cc(-c2csc(N3CCOCC3)n2)cc(OC)c1OC | 9 | 0% | 1 | -0.08 | 1.1 | -5 | -7 | -0.49 | -10
Cc1cc(=O)oc2cc(OCC(=O)N3CCCC(C)C3)ccc12 (stereo not drawn) | 1 | 7% | 0.9 | -0.15 | 2.7* | -10 | 6 | -0.16 | 3
COCCn1c(C)cc(C(=O)CSc2nc3ccccc3c(=O)[nH]2)c1C | 6 | 1% | 0.9 | -1.2 | 1 | 2 | 8 | -0.26 | 33
CCc1cccc(Nc2cc(C)nc3ncnn23)c1 | 9 | 5% | 0.9 | -0.86 | 1.1 | 4 | 8 | 0.1 | 9
O=C(OCCOc1ccc(Br)cc1)c1cnccn1 | -3 | 8% | 1 | -0.68 | 1.1 | 0 | -2 | -0.4 | -3
Cc1cc(C)c(N2CCN(S(=O)(=O)N3CCCCCC3)CC2)c(C)c1 | 4 | 1% | 0.9 | -0.24 | 1.1 | 51 | -12 | 0.34 | -7
Cc1ccc(NC(=O)CC2Oc3ccc(C)cc3NC2=O)cc1 (stereo not drawn) | 3 | 5% | 0.9 | -0.8 | 1 | 5 | -13 | 0.016 | -19
COC(=O)c1ccccc1NC(=O)CSc1ccccn1 | 7 | 5% | 0.9 | 0.21 | 1.1 | 17 | -4 | 0.41 | -7
COC(=O)C1C2C=CC3(CN(C(C)C)C(=O)C13)O2 (stereo not drawn) | 5 | 3% | 0.9 | 0.47 | 1.1 | -6 | -21 | -0.022 | 2
COc1ccccc1N1CCN(C(=O)C(C)N(c2ccc(C)cc2)S(C)(=O)=O)CC1 (stereo not drawn) | 1 | 8% | 0.9 | -1 | 1.1 | 6 | 6 | -0.64 | -8
CCOC(=O)N1CCN(C(=O)Cn2cc3c(n2)CCCC3)CC1 | 7 | 5% | 0.9 | -3.2* | 1.1 | -15 | 6 | 0.11 | -6
COc1ccc(C(O)c2coc3ccc(O)c(CN(C)C)c23)cc1 (stereo not drawn) | 5 | 1% | 0.9 | 0.013 | 1.1 | -14 | -10 | -0.22 | -15
Cn1c(C(=O)NC2CCCCCC2)cc2c(=O)n(C)c3ccccc3c21 | 9 | 3% | 0.9 | 3.8* | 1.1 | 21 | 8 | -0.95 | 20
O=C(Cc1ccccc1)Nc1c(C(=O)N2CCOCC2)cnn1-c1ccccc1 | 8 | 3% | 1 | -0.15 | 1.1 | -4 | 8 | 1.1 | 11
Cc1c(OCc2nn[nH]n2)ccc2c3c(c(=O)oc12)CCCC3 | 7 | 2%[fluoresces] | 0.9 | x | 3.8* | 11 | -10 | x | -6
Cc1cc(NC(=O)Cn2nnc3sc4c(c3c2=O)CCCC4)no1 | 11 | 7% | 0.9 | -0.74 | 1 | -3 | 7 | -5* | -23
CCSc1nnc(NC(=O)CSc2nc3c(c(=O)n2CCOC)SC(C)C3)s1 (stereo not drawn) | 6 | 8% | 1 | -0.74 | 1.1 | 7 | -11 | 0.0018 | 2
COCCNC(=O)C(C#N)c1nc2ccccc2nc1N1CCN(Cc2ccc3c(c2)OCO3)CC1 (stereo not drawn) | 10 | 1% | 0.9 | -0.83 | 1.2 | 1 | -2 | 0.36 | 12
Cc1cccc(N2CCN(S(=O)(=O)c3ccc4c(c3)CCN4C(=O)CCC(=O)O)CC2)c1C | 7 | 6% | 0.8 | -1.4 | 1.1 | 38 | 8 | -0.47 | 6
CCOC(=O)C1=C(C)NC(=O)NC1c1ccco1 (stereo not drawn) | 0 | 6% | 0.9 | -0.16 | 1.1 | 4 | -9 | 1.1 | 2
O=C(CC1(O)C(=O)N(Cc2ccccc2)c2ccccc21)c1ccncc1 (stereo not drawn) | 0 | 2% | 0.9 | -0.00034 | 1.1 | 7 | -13 | 0.38 | -9
COc1cc(OC)cc(-c2nnc(SCC(=O)N3c4ccccc4Sc4ccccc43)o2)c1 | -1 | 6% | 1 | -0.79 | 1.1 | -4 | -4 | 0.47 | -15
O=C1c2ccccc2C(=O)N1CCCC(=O)N1CCCc2ccccc21 | -1 | 8% | 1 | 0.53 | 1.1 | 17 | 6 | -0.5 | 17
CCN(CC)CCOC(=O)c1c(C)oc2ccc(O)cc12 | 6 | 3% | 1 | 0.048 | 1 | -9 | -9 | -3.3* | -20
Cc1cc(N2CCCCC2)n2ncc(-c3ccccc3)c2n1 | 5 | 7% | 0.9 | 0.26 | 2.5* | 75* | 1 | 0.044 | 29
O=C1C(Cl)=C(Nc2ccccc2O)C(=O)N1c1ccccc1 | 4 | 3% | 0.9 | -0.36 | 0.99 | 7 | 3 | 1.2 | -4
O=C(CCC(=O)N1CCN(C2CCCC2)CC1)Nc1nnc(C(F)(F)F)s1 | 5 | 2% | 0.9 | -1.2 | 1.1 | -13 | -6 | 0.91 | -7
CC(C)C(=O)Nc1ccccc1N1CCN(S(C)(=O)=O)CC1 | 5 | 6% | 0.9 | 0.31 | 1.1 | -23 | -7 | 0.34 | -9
COc1cc(C(=O)NCC(c2cccnc2)N2CCN(c3ccccc3)CC2)cc(OC)c1OC (stereo not drawn) | 4 | 4% | 0.9 | -0.7 | 1 | -7 | 15 | 0.087 | 18
CN1CCN(C(=O)c2ccc(N(Cc3ccccc3Cl)S(C)(=O)=O)cc2)CC1 | 1 | 0% | 0.9 | 0.23 | 1.1 | -6 | -6 | -0.16 | 10

Four structures from above, ordered by formula weight, descending.
SMILES | E coli RNAP | NADH coupling | TNAP act mid DEA | M1 agonist | Autofluor 339 | Ecoli tolC | SF-1 act | M1 antag | RORa activator
COCCn1c(C)cc(C(=O)CSc2nc3ccccc3c(=O)[nH]2)c1C | 6 | 1% | 0.9 | -1.2 | 1 | 2 | 8 | -0.26 | 33
O=C1c2ccccc2C(=O)N1CCCC(=O)N1CCCc2ccccc21 | -1 | 8% | 1 | 0.53 | 1.1 | 17 | 6 | -0.5 | 17
O=C1C(Cl)=C(Nc2ccccc2O)C(=O)N1c1ccccc1 | 4 | 3% | 0.9 | -0.36 | 0.99 | 7 | 3 | 1.2 | -4
CCc1cccc(Nc2cc(C)nc3ncnn23)c1 | 9 | 5% | 0.9 | -0.86 | 1.1 | 4 | 8 | 0.1 | 9

New compounds follow
Values in the order – E coli RNAP, NADH coupling, TNAP act mid DEA, M1 agonist, Autofluor 339, Ecoli tolC, SF-1 act, M1 antag, RORa activator
CCOC(=O)C1=C(N)Oc2cc(C)n(CCc3ccc(OC)c(OC)c3)c(=O)c2C1c1cccnc1 (stereo not drawn)
    -3, 1%, 0.9, 8.5*, 1.1, 15, 5, -0.65, -24
O=C(Nc1ccccc1Cl)N1CCN(c2ncccn2)CC1
    2, 10%, 0.9, -0.72, 1.1, -7, -7, -0.089, -8
COc1cccc(-c2cc(C(=O)Nc3c(C)nn(Cc4ccccc4)c3C)no2)c1
    10, 9%, 0.8, -0.014, 1, 31, 21, 0.57, 35
CN1CCN(c2ccc(NC(=O)COc3ccc(Cl)cc3Cl)cc2)CC1
    11, 10%, 1, -0.55, 1.1, -3, 2, -3.1*, 11
CN1CCCCc2c1[nH]c1ccccc1c2=O
    x, 7%, 0.9, 0.2, 1.6, 6, x, -0.4, x
CCOCC(=O)Nc1nnc(Cc2ccc(OC)c(OC)c2)s1
    7, 2%, 0.9, 1.6, 1, -9, 27, -0.8, -10
Cn1c2c(c(=O)n(C)c1=O)CN(Cc1ccco1)CN2
    -3, 5%, 0.9, 0.82, 1.1, -2, 3, 0.2, 6
CCOC(=O)COc1ccc2nsnc2c1
    -1, 5%, 1, -0.26, 1.7, -14, -11, -0.044, -18
CCN1CCN(C(=O)c2cc3c(s2)-c2ccccc2S(=O)(=O)C3)CC1
    5, 6%, 0.9, -0.44, 1.1, 4, 1, -0.47, 12
COc1ccc(CN2CCN(C(=O)c3cccs3)CC2)c(OC)c1OC
    16, 13%, 0.9, -0.77, 1.1, -13, -8, 0.26, 6
Cc1c(C(=O)NCc2cccnc2)oc2c1C(=O)CC(C)(C)C2
    3, 5%, 1, -0.35, 1.1, -12, 10, -0.19, 8
CCCn1c(=O)c(C(=O)NCc2ccccn2)c(O)c2ccccc21
    -4, 3%, 0.9, 0.0084, 1.1, 25, -2, -0.065, -12
Cc1ccc(SC/C(O)=C(\C#N)c2nc3ccccc3n2C)cc1
    3, 8%, 0.9, -0.37, 1.2, 3, 7, 1.7, 18
O=C1NCCN1C(=O)C12CC3CC(CC(C3)C1)C2
    3, 3%, 0.9, -0.16, 1.1, -3, -20, -1.6, -1
O=C(COc1ccccc1)NCCn1ccc2ccccc21
    x, 5%, x, 0.31, 1.1, 2, -9, 0.92, 14
CNC[C@H](O)c1cccc(O)c1
    11, 1%, 0.9, 0.44, 0.99, 5, 4, -0.5, x
COc1cccc(NC(=O)N2CCOCC2)c1
    15, 1%, 0.9, 0.91, 1.1, -6, 1, 0.25, -7
C=CCSc1nc2ccccc2[nH]1
    0, 4%, 1, -0.017, 1.1, 7, -4, -3.2*, 6
CC(C)(O)C#Cc1ccc(C(=O)N2CCC(C(N)=O)(N3CCCCC3)CC2)cc1
    7, 1%, 0.9, -0.43, 1.1, 5, 7, 0, 12
CCOC(=O)c1ccc(NCC(O)COc2ccccc2)cc1 (stereo not drawn)
    1, 3%, 0.9, 0.6, 1.1, 2, -16, 0.82, 12
CC(=O)c1ccc(Nc2cc(C)nc3nc(C)nn23)cc1
    6, 4%, 1, -0.51, 1.1, 8, -32, 0.17, -1
COc1cc(NC(=O)c2c(F)c(F)c(F)c(F)c2F)c(OC)cc1Cl
    6, 3%, 0.9, -0.11, 1.2, -26, 1, -2.9*, -24
COc1ccc(CC(=O)OCn2nnc3ccccc3c2=O)cc1
    11, 2%, 0.9, -0.024, 1, -9, -9, 0.0047, -12
CC(CC#CCN1CCOCC1)OCCC#N (stereo not drawn)
    7, 1%, 0.9, -0.36, 1.1, -10, 17, -0.015, -10
C=C1c2cc(OC)ccc2NC(=O)N1CC
    2, 0%, 0.9, 8.2*, 1.1, -12, 0, 0.069, -20
c1ccc(-c2nnc3ccc(N4CCC5(CC4)OCCO5)nn23)cc1
    4, 2%, 0.9, -0.64, 1.2, 5, 12, 0.013, -20
N#Cc1nc(-c2ccco2)oc1N1CCN(Cc2ccccc2)CC1
    -1, 12%, 0.9, 0.85, 1.7, 37, 4, 0.037, -1
O=C(c1ccc(F)cc1)N1CCC(O)(c2cccnc2)CC1
    10, 2%, 1, -0.059, 1.1, -23, -12, 0.078, -12
C=C(C)c1cccc(C(C)(C)NC(=O)N2CCN(CC(N)=O)CC2)c1
    -5, 6%, 0.9, -1.2, 1.1, -3, -4, 0.41, -15
COc1ccccc1N1C(=O)CCC1(C#N)c1ccccc1 (stereo not drawn)
    1, 2%, 0.9, -0.52, 1.1, -2, -2, 0.13, -24
